High-throughput results: PubChem BioAssay, several laboratories
HSF1 inhib = HSF1 inhibition; NIH3T3-HGL HSE-luciferase, MG132-induced, luminescence 8 h; hits give low values; activity change, negative = inhibition, % at 7.5 µM (by protocol); 300,000 compounds, 0.77% hits; AID 2098;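 active = more than half of replicate wells show activity change below -50%, luminescence cut by over half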;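 also: luciferase reports HSF-1 transcriptional activity via heat shock element; 0% = median of DMSO wells and -100% = zero luminescence signal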
Platelet DG rel = modulates dense granule release in human platelets. human platelet-rich plasma, SFLLRN dense granule ATP release, luminescence. inhibition, %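 (compounds screened at 7.5 µM in platelet-rich plasma)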. 300,000 compounds, 0.22% hits. AID 1663;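 active = mean replicate score, as percent of positive control, at or above 50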
HSP90 inh = blocks HSP90-mediated luciferase refolding in reticulocyte lysate; 290,000 compounds, 0.91% hits; AID 1789; inhibition, % at 5.6 µM; Rabbit reticulocyte lysate, luciferase refolding luminescence, 3 h;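 active = inhibition above the screen-wide mean plus 3 SD, computed separately per campaign, cut at about 16% in these data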;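 also: 0% = DMSO wells and 100% = 60 µM geldanamycin wells; inhibitors lower the luminescence because luciferase stays unfolded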
KLF5 inh = kruppel-like factor 5 inhibition; DLD-1 KLF5 promoter-luciferase reporter, luminescence; inhibition, % at 5 µM; 290,000 compounds, 0.23% hits;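 active = inhibition above a per-plate limit of that plate's mean compound inhibition plus 3 SD, cut at about 60% in these data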;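 also: 0% = DMSO wells and 100% = LY294002 at 200 µM; higher means less KLF5 promoter-driven luciferase light; inactives centre near -14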
GSK3B inh = human GSK3beta kinase inhibition | P49841 | GST-GSK3beta kinase, ADP-Glo luminescence, 60 min; hits give low values | activity score (negative = inhibition), % at 10 µM | 300,000 compounds, 0.038% hits;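 active = more than half of replicate wells score below -50%, meaning over 50% inhibition versus plate controls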;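 also: 0% = median DMSO wells and -100% = median GW8510 positive control wells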
Target sequence (P49841 whole entry, looked up): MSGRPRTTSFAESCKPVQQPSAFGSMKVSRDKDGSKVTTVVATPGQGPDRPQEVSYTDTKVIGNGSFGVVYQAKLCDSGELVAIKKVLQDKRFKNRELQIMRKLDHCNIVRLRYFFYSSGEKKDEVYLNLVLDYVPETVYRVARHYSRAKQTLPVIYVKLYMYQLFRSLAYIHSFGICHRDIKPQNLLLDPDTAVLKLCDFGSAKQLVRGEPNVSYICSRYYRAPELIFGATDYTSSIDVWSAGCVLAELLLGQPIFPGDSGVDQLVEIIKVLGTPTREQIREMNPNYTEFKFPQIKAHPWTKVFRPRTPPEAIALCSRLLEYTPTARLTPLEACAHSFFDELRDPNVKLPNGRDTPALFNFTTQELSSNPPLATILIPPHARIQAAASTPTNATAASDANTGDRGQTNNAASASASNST
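Assay system: GST-tagged human GSK3beta kinase, cell-free; Input: 1.6 ng GSK3beta; Medium: Tris/MgCl2 kinase buffer; Timing: 60 min enzyme reaction, room temperature; Signal: ADP-Glo luminescence quantifying ADP generated by kinase; Evaluation: score relative to plate controls; Benchmarks: DMSO neutral wells and GW8510 at 20 µM as positive.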
aSyn UTR inh = MLPCN primary screen, SNCA 5' untranslated region; alpha-synuclein 5'UTR reporter, inhibitor activity; inhibition, % (tested at 7.5 µM); 300,000 compounds, 0.82% hits; AID 1813; in the data active = inhibition above about 60%;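 also: H4 neuroglioblastoma cells stably carrying SNCA 5'UTR luciferase fusion; 0% = DMSO wells and 100% = positive control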
HSF1 activator = increases HSF-1 driven luciferase reporter signal; NIH3T3-HGL HSF-1 luciferase reporter, MG132, 8 h; 100% = twice DMSO control signal; activation, % at 9 µM; 300,000 compounds, 1.7% hits;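 active = mean replicate activation of at least 50% with a set share of replicates each reaching 50%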;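 also: 0% = median of the neutral control wells and 100% = twice that signal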
IEC-6 tox = counter-screen for KLF5 inhibitors: cytotoxicity in IEC-6 cells. IEC-6 cytotoxicity, luminescence viability. inhibition, % at 5 µM. 290,000 compounds, 0.78% hits. AID 1825; in the data active = inhibition above about 22%;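 also: 0% = plate median of test compound wells and 100% = cytotoxic reference compound wells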
GSK3 alpha inh = blocks human GSK-3 alpha kinase; P49840; ADP-Glo luminescence, 60 min; inhibition, % at 10 µM; 320,000 compounds, 0.1% hits; AID 2650;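 in the data active = inhibition above about 50%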;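 also: GST-tagged GSK-3 alpha with peptide substrate and 25 µM ATP; 0% = DMSO neutral wells and 100% = GW8510 positive control wells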
Target sequence (P49840 whole entry, looked up): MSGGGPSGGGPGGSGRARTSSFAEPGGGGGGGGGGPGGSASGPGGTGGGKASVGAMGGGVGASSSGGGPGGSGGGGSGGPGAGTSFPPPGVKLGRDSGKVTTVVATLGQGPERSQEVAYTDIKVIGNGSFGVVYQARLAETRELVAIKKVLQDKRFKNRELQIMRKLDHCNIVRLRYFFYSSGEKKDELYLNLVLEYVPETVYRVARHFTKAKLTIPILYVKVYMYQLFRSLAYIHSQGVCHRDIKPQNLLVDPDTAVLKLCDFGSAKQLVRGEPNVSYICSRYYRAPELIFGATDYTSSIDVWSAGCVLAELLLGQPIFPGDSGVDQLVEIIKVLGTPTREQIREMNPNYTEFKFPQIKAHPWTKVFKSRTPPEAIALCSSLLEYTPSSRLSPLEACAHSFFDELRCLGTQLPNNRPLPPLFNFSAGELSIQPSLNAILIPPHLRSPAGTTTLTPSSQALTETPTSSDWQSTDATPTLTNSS
Dyrk1A ADPGlo = blocks rat Dyrk1A kinase activity; Q63470; 310,000 compounds, 0.43% hits; inhibition, % at 12.5 µM; ADP-Glo luminescence, NFATc1 peptide; in the data active = inhibition above about 50%;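 also: plate controls were vehicle with enzyme for no effect and no enzyme for full effect; many of its hits are not listed in these tables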
* marks the source's active call; other numbers are inactive results; / = no result given. These rows are one share of the data; count on the stated rates, not on these rows.

The line under a structure holds: HSF1 inhib | Platelet DG rel | HSP90 inh | KLF5 inh | GSK3B inh | aSyn UTR inh | HSF1 activator | IEC-6 tox | GSK3 alpha inh | Dyrk1A ADPGlo
CCc1ccccc1NC(=O)N1C[C@H]2C[C@@H](C1)c1cccc(=O)n1C2
  1 | -2 | 1 | -35 | -1 | -5 | 26 | -1 | -3 | 8
N#Cc1ccc(/C=C/C(=O)O)cc1
  -10 | 4 | 3 | 8 | 1 | -4 | 2 | -1 | 2 | 5
NNC(=O)c1nc[nH]c1C(=O)Nc1ccc(Cl)cc1C(=O)c1ccccc1
  -2 | -2 | 3 | -7 | -1 | 16 | 1 | 4 | -2 | -6
N=c1c2c(n(Cc3ccc(Cl)cc3Cl)c3c1CCC3)CCCC2
  -12 | 2 | 6 | 13 | -10 | 8 | -5 | 14 | 3 | /
COCc1cc(C2SCC(=O)Nc3c2c(=O)[nH]n3C(C)C)ccc1OC (centres undefined)
  4 | -3 | -3 | -16 | 0 | -15 | -16 | -11 | -2 | 6
CC(C)NC(C)C(=O)c1ccc2ccccc2c1 (centres undefined)
  -3 | 1 | 1 | -11 | -3 | -19 | -7 | -5 | 0 | 3
Cc1ccc(C(O)P(=O)(Oc2ccccc2)Oc2ccccc2)cc1 (centres undefined)
  -40 | 6 | / | / | -1 | 7 | -52 | / | -3 | -4
Cc1nonc1OCCNc1ccc([N+](=O)[O-])c2cccnc12
  14 | 2 | -3 | 2 | 0 | 22 | 29 | -4 | 3 | 6
Cc1ccc(S(=O)(=O)NC(CC(=O)N2CCC3(CC2)OCCO3)c2ccco2)cc1 (centres undefined)
  2 | 13 | -1 | -11 | 2 | -2 | -12 | -5 | -2 | -3
FC(F)(F)/C(=N\P(=S)(N1CCOCC1)N1CCOCC1)N1CCOCC1
  0 | 0 | -1 | -20 | 1 | 21 | -1 | -5 | 6 | -19
COC(=O)CN1C(=O)C2(C(C(=O)OC)=C(N)Oc3ccccc32)C2=C1CC(C)(C)CC2=O (centres undefined)
  -6 | -4 | 1 | -36 | -1 | 27 | 0 | -4 | 0 | 8
COC(=O)C1=Nc2ccccc2/C1=C\c1c(O)n(-c2ccc(OC)cc2)c(=O)[nH]c1=O
  -6 | 4 | 1 | -7 | -3 | -8 | -5 | -5 | 0 | 23
O=C(c1cccc(Cl)c1)C1CCCN(Cc2cccc3cnccc23)C1 (centres undefined)
  18 | 1 | 0 | -29 | -2 | 19 | 21 | 1 | -2 | 2
CC(C)CCNC(=O)c1c(N)n(CC2CCCO2)c2nc3ccccc3nc12 (centres undefined)
  4 | -4 | 3 | -13 | 4 | 20 | 11 | -4 | / | 10
COc1ccccc1-n1c(-c2ccccc2Cl)nc2ccccc2c1=O
  2 | 20 | -1 | -19 | 1 | 5 | -1 | -2 | -1 | -3
CC1CN(c2ccc([N+](=O)[O-])cc2Cl)CCN1 (centres undefined)
  -5 | -1 | 0 | -4 | 0 | -6 | 2 | 0 | / | -4
O=c1[nH]c(=S)[nH]c(O)c1/C=N/N1CCOCC1
  -1 | 4 | 1 | 9 | 1 | -29 | -5 | -10 | -5 | -7
C=C1C(=O)O[C@H]2[C@H]1[C@H](OC(=O)CC(=O)O[C@@H]1C[C@@H](C)[C@@H]3C=CC(=O)[C@@]3(C)[C@H]3OC(=O)C(=C)[C@H]13)C[C@@H](C)[C@H]1C=CC(=O)[C@]12C
  35 | -1 | / | / | 2 | 11 | 31 | / | -3 | 9
CCCCn1c(O)c(C(CC)=NCc2ccco2)c(=O)[nH]c1=O
  19 | 12 | 0 | -10 | 0 | 9 | 49 | -5 | 2 | 4
OC1(c2ccccc2F)CC2CCC(C1)N2CCN1CCOCC1 (centres undefined)
  -1 | 6 | 2 | -3 | 2 | -7 | -20 | 2 | 0 | 2
CC(C)N1C(=O)CCC1C(=O)N1CCC2(CC1)OCCO2 (centres undefined)
  -6 | -4 | -1 | -14 | -7 | -26 | -22 | -8 | -3 | 4
CCCCn1c(O)c(/C=N/NC(=O)c2ccncc2)c(=O)[nH]c1=S
  -2 | 4 | 0 | -13 | 1 | 0 | -11 | -9 | 2 | /
O=[N+]([O-])c1ccc(O)c([N+](=O)[O-])c1
  -1 | 1 | / | / | 0 | 7 | -9 | / | -2 | -7
CN1CCN(c2nc3ccccn3c(=O)c2C=C2C(=O)N(C)C(=O)N(C)C2=O)CC1
  -5 | 5 | -7 | -8 | -3 | 15 | -4 | 2 | -2 | -4
COc1ccc(CCNCc2ccncc2)cc1
  -3 | 18 | 3 | -15 | -1 | 2 | 4 | -3 | / | -4
Brc1ccccc1CNCCc1ccc2c(c1)OCO2
  1 | -2 | -5 | -24 | 3 | -28 | 10 | -3 | 0 | 8
CN1CCN(CCC(C#N)(c2ccccc2)c2ccccc2)CC1
  1 | 2 | -5 | -13 | 3 | -3 | 20 | -2 | 0 | 4
Cn1cc(C(=O)N2CCCCC2)c2ccccc21
  4 | -8 | 1 | -7 | 3 | -8 | 17 | 5 | -1 | 2
O=P1(N(CCCl)CCCl)NCCCO1 (centres undefined)
  -2 | -3 | -2 | -29 | 1 | 6 | -5 | -2 | 3 | 0
CN1CCC(N(C)c2ncnc3ccc(Br)cc23)CC1
  / | / | 1 | -20 | / | / | / | 0 | / | 5
O=c1[nH]c(=S)n(-c2ccc(F)cc2)c(O)c1/C=N/N1CCOCC1
  1 | -4 | 6 | -16 | -7 | -1 | 21 | 10 | 1 | /
CC1(C)CC(CCNCc2ccc3c(c2)OCO3)(Cc2ccccc2)CCO1 (centres undefined)
  -10 | 12 | 3 | -14 | -2 | 14 | -26 | 0 | 1 | 2
COc1ccc(CN2C(=O)NC(=O)/C(=C\c3cc(OC)c(OC)c(OC)c3)C2=O)cc1
  5 | -1 | 3 | -38 | 2 | -8 | 21 | -9 | -1 | -1
Cc1ccc(Cn2c(C)c3cnn(CC(=O)N4CCC5(CC4)OCCO5)c(=O)c3c2C)cc1
  6 | -33 | 2 | -6 | -2 | 12 | 9 | -3 | -1 | -6
CC1CCCC(C2(O)C(=O)Nc3ccccc32)C1=O (centres undefined)
  0 | 3 | -1 | 12 | 3 | 19 | -1 | 7 | -1 | 3
C[C@]12CCC3C(CCC4=C/C(=N/OCC(=O)NC(CCC(N)=O)C(=O)O)CC[C@@]43C)C1CCC2O (some centres undefined)
  -8 | 0 | -3 | -47 | 4 | -46 | 14 | -1 | -1 | -1
CC/C(=N\NC(=O)Nc1ccccc1)c1c(O)n(Cc2ccccc2)c(=O)[nH]c1=O
  -4 | -17 | 0 | -117 | 1 | -16 | -3 | -2 | -1 | 6
CC1=CC(=C2C(=O)NC(=S)NC2=O)C=C(C(F)(F)F)N1C
  -6 | 3 | 4 | -7 | 3 | -3 | -12 | -1 | 3 | 1
O=C1C2CCN(CC2)C1Cc1ccccc1O (centres undefined)
  -3 | -10 | -5 | -29 | -22 | 3 | -4 | 2 | -3 | /
O=C(COc1ccc(Br)cc1)N1CCN(C2CCCC2)CC1
  0 | 4 | 4 | -1 | -1 | 9 | 17 | 9 | -1 | -4
O=C(Cn1ncc2ccccc21)N1CCC2(CC1)OCCO2
  -6 | -5 | 1 | -5 | 4 | -10 | -5 | 4 | -3 | 1
C=CCn1c(O)c(C=NCCCn2ccnc2)c(=O)[nH]c1=O
  -8 | -6 | -4 | 2 | -22 | 5 | 2 | -3 | 49 | 3
COC(=O)CSC1=NP(=S)(SCC(=O)OC)N2CCCC2=C1C#N (centres undefined)
  2 | 0 | -1 | -9 | / | -7 | 4 | -3 | 4 | 11
CC[N+]12CCC(CC1)C(C(O)(c1ccccc1)c1ccccc1)C2 (centres undefined)
  -2 | 4 | -2 | -6 | -2 | -6 | -1 | -7 | -2 | 12
CCCCCCn1c(=O)c(C(=O)Nc2cccc(C)n2)c(O)c2ccccc21
  -6 | 5 | 0 | -8 | 0 | 18 | -8 | -4 | -2 | 1
CN1C(=O)C(=Cc2ccccc2OCCOc2ccc([N+](=O)[O-])cc2)C(=O)N(C)C1=O
  0 | 1 | 1 | -44 | -1 | -3 | 40 | 5 | 1 | -2
CCCC(C)(COC(N)=O)COC(=O)NC(C)C (centres undefined)
  2 | 1 | 0 | -35 | 0 | 0 | 10 | -4 | / | 1
O=C1NC(=O)C(Sc2ccccc2[N+](=O)[O-])C(=O)N1
  -2 | -6 | 4 | -2 | 0 | 28 | 0 | 3 | 0 | 0
CCOC(=O)C1=C(N)Oc2cc(C)oc(=O)c2C12C(=O)N1c3c(cccc32)C(C)CC1(C)C (centres undefined)
  11 | -6 | -3 | 5 | -4 | 15 | 3 | -6 | -2 | -2
CCOP(=O)(OCC)C(O)c1ccc(OC)cc1OC (centres undefined)
  -2 | 2 | -8 | 23 | -5 | 17 | -23 | 9 | -1 | -2
O=c1c2ccccc2nc(/C=C/c2ccccc2)n1-c1ccc(O)cc1
  8 | 0 | 3 | -38 | 1 | -35 | -3 | -5 | -1 | 2
COc1cccc(-n2c(C)nc3ccccc3c2=O)c1
  -4 | -4 | 3 | 12 | 1 | -8 | -4 | 1 | 0 | 1
CCC(=O)Nc1ccc(N2CCN(CC)CC2)c(Cl)c1
  -1 | 3 | 2 | -4 | -1 | -3 | -3 | 0 | 2 | -12
O=C(C1CC(c2ccccc2O)=NO1)N1CCC2(CC1)OCCO2 (centres undefined)
  17 | 4 | 3 | -115 | -1 | -68 | 38 | -3 | -3 | -3
O=c1[nH]c(=O)n(C2CCCCCC2)c(O)c1C=NCC1CCCO1 (centres undefined)
  4 | -9 | 1 | 6 | 0 | 5 | 8 | -1 | 11 | 0
CC(=O)N1CCN(CC(=O)Nc2ccc(C#N)c(Cl)c2)CC1
  2 | 1 | 2 | -5 | 4 | -12 | -6 | -1 | -2 | 3
NP(=O)(OCC(F)(F)F)Oc1cccc2ccccc12 (centres undefined)
  6 | -5 | -2 | 0 | 3 | 4 | 1 | 3 | 1 | -2
CS(=O)(=O)c1ccc(C(=O)N2CCC(C(=O)O)(c3ccccc3)CC2)cc1
  -2 | -1 | -4 | 3 | 7 | -1 | -3 | 3 | 2 | -2
O=C(Cc1ccccc1)N1CCN(C2CCCC2)CC1
  -37 | 8 | 2 | -41 | 2 | -10 | -47 | -3 | 3 | 14

Retrieved by structure from the list above:
The line under a structure holds: HSF1 inhib | Platelet DG rel | HSP90 inh | KLF5 inh | GSK3B inh | aSyn UTR inh | HSF1 activator | IEC-6 tox | GSK3 alpha inh | Dyrk1A ADPGlo
CC(=O)N1CCN(CC(=O)Nc2ccc(C#N)c(Cl)c2)CC1
  2 | 1 | 2 | -5 | 4 | -12 | -6 | -1 | -2 | 3
CN1C(=O)C(=Cc2ccccc2OCCOc2ccc([N+](=O)[O-])cc2)C(=O)N(C)C1=O
  0 | 1 | 1 | -44 | -1 | -3 | 40 | 5 | 1 | -2
